TRPV1 ag: agonists of human vanilloid receptor 1 (TRPV1); TRPV1-expressing cells, Fluo-8 calcium influx, agonist mode; activation, % at 8.33 µM; hit rate 0.19% among 320,000; Q8NER1; in the data active means activation above about 80%; inconclusive means between about 30% and that limit; further: 0% is about no effect
Target sequence (Q8NER1 whole entry, looked up): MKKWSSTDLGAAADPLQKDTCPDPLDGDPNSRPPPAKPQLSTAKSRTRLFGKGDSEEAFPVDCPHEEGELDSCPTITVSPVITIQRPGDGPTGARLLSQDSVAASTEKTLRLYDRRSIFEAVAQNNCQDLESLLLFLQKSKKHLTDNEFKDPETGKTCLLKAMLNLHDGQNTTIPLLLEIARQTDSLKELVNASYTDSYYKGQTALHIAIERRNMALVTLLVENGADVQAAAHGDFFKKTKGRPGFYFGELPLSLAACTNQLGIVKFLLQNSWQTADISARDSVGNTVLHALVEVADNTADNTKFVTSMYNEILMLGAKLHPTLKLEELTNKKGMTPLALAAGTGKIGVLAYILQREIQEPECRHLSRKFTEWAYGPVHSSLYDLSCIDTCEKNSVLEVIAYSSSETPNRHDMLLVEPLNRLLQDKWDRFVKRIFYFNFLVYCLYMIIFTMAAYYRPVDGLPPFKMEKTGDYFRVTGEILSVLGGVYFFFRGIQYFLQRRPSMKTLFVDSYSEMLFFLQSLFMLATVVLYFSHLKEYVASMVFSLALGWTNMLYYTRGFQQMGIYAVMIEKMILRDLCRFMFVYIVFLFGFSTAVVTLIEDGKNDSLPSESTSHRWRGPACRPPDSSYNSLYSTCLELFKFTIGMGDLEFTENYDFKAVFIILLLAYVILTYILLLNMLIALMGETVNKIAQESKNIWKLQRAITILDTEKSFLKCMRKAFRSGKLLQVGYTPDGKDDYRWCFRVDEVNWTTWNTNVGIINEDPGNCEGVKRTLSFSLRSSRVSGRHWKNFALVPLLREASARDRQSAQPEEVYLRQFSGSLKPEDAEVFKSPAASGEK
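Fluo-8 calcium influx in TRPV1-expressing cells, kinetic read (ex 480/em 520 nm). Compound added and read 3 min for agonist activity, followed by capsaicin at EC20 final and 2 min further read for enhancement.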
Eya2 phos inh: blocks the phosphatase activity of human Eya2; Potency, µM (series often up to 76.9 µM), for inactives: at the top dose activity, negative = inhibition, usual class: inhibitors; hit rate 0.006% among 330,000; O00167; AID 488837; recombinant Eya2, OMFP fluorescence dephosphorylation (OMFP is methylfluorescein phosphate); further: potency means the concentration at half of the fitted maximal effect; on the % scale 0 is the no-effect control and ±100 the full control effect
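Eya2 protein (added as 0.2 uM solution) was preincubated with compound for 10 min at ambient temperature in 50 mM HEPES pH 7.5, 50 mM NaCl, 5 uM MgCl2, 0.05% BSA, 1 mM DTT. OMFP (added at 50 uM) then reacted 10 min; fluorescence read at 485/525 nm.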
USP2a block: USP2a (human) protease inhibition. O75604. USP2 core, Ub-CHOP2 coupled fluorogenic reporter, 485/531. Potency, µM (highest dose often 38.3 µM), inactives show top-dose activity change, negative = inhibition, most hits filed as inhibitors. hit rate 0.01% among 330,000. AID 463254;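 further: potency means the concentration at half of the fitted maximal effect; plate controls were DMSO wells for no effect and full inhibition by NEM control for full effect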
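USP2 core (10nM final) preincubated 30min RT with compound in 20mM Tris-HCl pH 8.0, 2mM CaCl2, 2mM beta-mercaptoethanol, 0.05% CHAPS; 25nM Ub-CHOP2 plus 25nM reporter substrate added, fluorescence (Ex485/Em531) read after 60min.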
Integrin act MD: integrin-mediated muscular dystrophy alleviation activation | alpha7betagal myoblasts, beta-gal FDG fluorescence, 48 h | hit rate 0.064% among 350,000 | Potency, µM (top dose mostly 38.3 µM), for the others: at the top dose activation, actives largely listed as activators;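 further: potency means the concentration at half of the fitted maximal effect; 100% = response of the positive control SU9516; nearly all actives have a fitted effect of over 60% in size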
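Alpha7betagal+/- myoblasts (passage 13) were plated 16-24 hr, then exposed to compounds (1:260 dilution of DMSO stock) for 48 hours at 37C. After MPER lysis, β-galactosidase reporter activity was read as FDG fluorescence (ex 480/em 540) after 30 minutes.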
p53 reactivation: re-activators of mutant p53 | H1299 p53-A138V BP100-luciferase reporter, luminescence, 24 h | Potency, µM (doses to about 92.2 µM), inactives show at the top dose activity change, positive = activation, most hits filed as activators | hit rate 0.063% among 320,000; further: potency means the concentration at half of the fitted maximal effect; % of control where 0% means no effect; nearly all actives have a fitted effect of over 45% in size
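p53-null H1299 cells stably carrying temperature-sensitive p53-A138V and a BP100-luciferase reporter were pinned with compounds (4-point, 1:5 series) and held 24 hrs at 37 deg C. Luminescence was read 10 min after detection reagent.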
BRCA1 expr up: activators of BRCA1 expression; hit rate 1.1% among 380,000; MCF7-BRCA1-FFLuc reporter, luminescence, 48 h; response scale: scaled: vehicle 0%, 10 µM genistein 100%; Potency, µM (series often up to 46.1 µM), inactives show at the top dose activation, most hits filed as activators; AID 624202; further: potency means the concentration at half of the fitted maximal effect; nearly all actives have a fitted effect of over 80% in size; some results filed as inactive show a strong effect at the top dose
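Luminescence from a BRCA1-driven firefly luciferase in MCF7 cells was the read-out, taken 15 min after substrate addition following 48 h compound exposure at 37 °C. Data were normalized to a 10 microM genistein control and DMSO vehicle.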
B2AR arrestin: agonists driving beta-arrestin recruitment to human beta2-adrenergic receptor; AID 492947; beta-arrestin recruitment to beta2AR, cell-based reporter; Potency, µM (titrated, usually from 46.1 µM), for the others: at the highest dose activation, usual class: activators; P07550; hit rate 0.02% among 330,000;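 further: potency means the concentration at half of the fitted maximal effect; 0% = DMSO controls and full agonism = EC100 isoproterenol or metaproterenol; nearly all actives have a fitted effect of over 65% in size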
uPA generation: inhibitors of cell surface uPA generation | cell surface uPA generation assay, qHTS | Potency, µM (highest dose often 38.3 µM), without a hit: at the highest dose activity change, negative = inhibition, usual class: inhibitors | hit rate 0.31% among 330,000; active means well fitted inhibition curve with a large enough effect; inconclusive means small, poorly fitted or top-dose-only effect; inactive means no such curve, though single readings can be large or run the other way; tested in mouse RAW 264.7 cells; further: potency means the concentration at half of the fitted maximal effect; on the % scale 0 is the no-effect control and ±100 the full control effect; nearly all actives have a fitted effect of over 55% in size
S-ASM inh: inhibitors of human secretory acid sphingomyelinase. placental ASM, HMU-PC fluorogenic substrate, 60 min. Potency, µM (doses to about 57.5 µM), for inactives: top-dose activity change, negative = inhibition, most hits filed as inhibitors. hit rate 0.006% among 340,000; further: potency means the concentration at half of the fitted maximal effect
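qHTS format. ASM enzyme prepared from human placenta hydrolyses the fluorogenic substrate HMU-PC0 (9 uM final) over 60 min at 37 °C after a 10 min compound preincubation.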
PTAP TSG101 blk: blocks PTAP/TSG101 interaction to inhibit HIV-1 budding; Fluorescence polarization, FITC-PTAP peptide / Tsg101 binding; 340,000 tested, under 10 active; Potency, µM (highest dose often 115 µM), for inactives: top-dose activity change, negative = inhibition, hits mostly inhibitors; Q99816; active means well fitted inhibition curve with a large enough effect in the main read-out, with a control signal flat, not every such curve was filed as active; inconclusive means small, poorly fitted or top-dose-only effect, or effect the other way, or a change in a side signal; inactive means no such curve, though single readings can be large or run the other way; further: potency means the concentration at half of the fitted maximal effect; % of control where 0% means no effect
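Fluorescence polarization binding of Tsg101 binding domain (10 uM final) to FITC-labeled PTAP peptide (50 nM final) in HEPES pH 7.5 buffer with NaCl, Tween 20, EDTA, TCEP. Compounds added before peptide; binding 20 min at RT.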
ELG1 genotox: induces genotoxicity in HEK293T cells with luciferase-tagged ELG1; HEK293T ELG1-luciferase reporter, luminescence, 16 h; hit rate 1.3% among 330,000; AID 504466; Potency, µM (series often up to 46 µM), without a hit: at the top dose activity change, positive = activation, hits mostly activators; further: potency means the concentration at half of the fitted maximal effect; % of control where 0% means no effect; nearly all actives have a fitted effect of over 60% in size
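After overnight (16 hr) compound treatment at 37 °C, ELG1-luciferase HEK293T cells were lysed with ONE-Glo; luminescence quantified 30 min later at room temperature.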
* = called active by the depositor; u = inconclusive; x = no result given; [ ] = another dose, or the depositor's remark. Unless noted, the call rests on the fitted dose curve; in most records, active means well fitted curve in the direction sought with a large enough effect; inconclusive means small, poorly fitted or top-dose-only effect, or another doubt; inactive means no such curve, though single readings can be large; an effect the other way counts as inactive or inconclusive.

SMILES	TRPV1 ag	Eya2 phos inh	USP2a block	Integrin act MD	p53 reactivation	BRCA1 expr up	B2AR arrestin	uPA generation	S-ASM inh	PTAP TSG101 blk	ELG1 genotox
NC(=O)COc1cccc(/C=N/NC(=O)c2ccc(-n3cccc3)cc2)c1	4	-1%	1%	0%	1%	3%	3.7%	-18%	-1%	1%	2%
Nc1nc(N2CCN(C(=O)c3ccco3)CC2)nc2ccc(Br)cc12	2	2%	0%	-51%[inhibitor]	5%	u	0.4%	-23%	110%[activator]	-13%	u
Oc1ccccc1-c1cc(-c2ccc(F)cc2)n[nH]1	-2	-14%	4%	8%	u	-2%	-0.5%	7%	-7%	-1%	5.8µM*
NS(=O)(=O)c1ccc(CCNC(=O)CCc2ccccc2)cc1	x	x	x	13%	x	-12%	x	3%	-1%	2%	x
Cn1c(CNC(=O)C(Cc2ccccc2)NC(=O)c2ccccc2F)cc(=O)n(C)c1=O (stereo not given)	0	6%	2%	18%	4%	3%	3.5%	-18%	3%	-5%	-4%
OC(CC(O)c1ccccc1)c1ccccc1 (stereo not given)	x	x	x	-1%	x	1%	x	5%	-1%	1%	x
O=C(Cc1ccccc1Cl)NCCCn1ccnc1	-1	-1%	0%	13%	-4%	-3%	0.2%	-11%	0%	-1%	-1%
O=C(N/N=C/c1cccc([N+](=O)[O-])c1)c1cc[n+](CCO)cc1	-5	-2%	1%	4%	x	-1%	-0.1%	-2%	-2%	-10%	-1%
COc1cccc(-c2nc(CS(=O)(=O)CC(=O)Nc3ccccc3C)c(C)o2)c1	24	7%	-6%	0%	-15%	1%	0.4%	3%	-1%	-7%	-5%
NC(=O)c1cc(NC(=O)c2cc(Br)c(Br)s2)cc(C(N)=O)c1	-1	-13%	0%	4%	3%	-8%	0.3%	7%	-6%	-1%	-2%
COc1ccccc1-n1c(SCC(=O)N2CCCCC2)nc(O)c(Cc2ccccc2)c1=O	-2	0%	-1%	11%	-2%	-18%	-1.5%	-8%	3%	3%	4%
CN(C)S(=O)(=O)n1cc(/C=C(\NC(=O)c2ccccc2F)C(=O)N2CCOCC2)c2ccccc21	3	-16%	-4%	10%	-5%	2%	-0.2%	-8%	0%	-12%	7%
COc1ccc(C(=O)Nc2cccc(OC(=O)c3ccco3)c2)cc1	0	-3%	-1%	5%	u	u	-0.3%	-3%	-3%	1%	4.6µM*
C[C@H](CO)N1C[C@H](C)[C@@H](CN(C)S(=O)(=O)c2cn(C)cn2)Oc2ccc(NC(=O)Nc3ccccc3)cc2C1=O	x	25%	2%	-5%	5%	0%	-0.1%	-26%	0%	0%	3%
CCCCn1c(N)c(N(CC)C(=O)C2COc3ccccc3O2)c(=O)[nH]c1=O (stereo not given)	-4	27%	2%	24%	-1%	-7%	0.1%	-2%	9%	0%	0%
CCOCCCNC(=S)Nc1ccc2nc(N3CCN(CC)CC3)cc(C)c2c1	1	12%	1%	0%	-4%	-1%	0.1%	-3%	157%[activator]	-6%	-3%
Nc1nonc1-n1nnc(C(=O)N/N=C/c2ccc(OCc3ccccc3)cc2)c1CNc1ccccc1	0	-6%	1%	u	11%	43%	0.1%	1%	1%	-5%	u
Cc1cccc2cc(CN(CC3CCCO3)C(=O)c3ccco3)c3nnnn3c12 (stereo not given)	-1	-9%	1%	x	5%	x	-0.5%	x	x	x	0%
CCCCNC(=O)CNC(=S)N(Cc1cc(OC)c(OC)c(OC)c1)C1CCCC1	4	0%	6%	5%	-3%	-16%	-1.0%	-4%	-2%	1%	-2%
CCOC(=S)SCC(=O)Nc1ncc(C)s1	2	-12%	3%	0%	u	0%	0.9%	-7%	0%	-2%	-6%
CN(C(=O)c1cccc(C#N)c1)c1nnc(-c2ccccn2)s1	0	5%	1%	28%	22%	67%	0.1%	-3%	-2%	1%	21%
Cc1cc(C)c2[nH]c(=O)c(CN(Cc3cccs3)C(=S)NCC3CCCO3)cc2c1 (stereo not given)	5	-2%	-1%	12%	-1%	-87%	-0.4%	-9%	-7%	-3%	-4%
S=c1nc(COc2ccccc2)[nH]c2ccccc12	1	-8%	-5%	-6%	u	u	8.8%	1%	-2%	-6%	16%
CCN(Cc1ccncc1)Cc1ccc(OC)cc1OC	0	-8%	0%	5%	x	-17%	-1.2%	4%	2%	1%	-4%
O=C1/C(=C/c2cccs2)COc2ccccc21	4	5%	1%	-30%	u	-11%	0.2%	0%	-2%	-1%	u
COC(=O)CN1C(=O)C(C)=C(c2ccc(C)cc2)S1(=O)=O	13	5%	0%	-6%	5%	1%	-0.6%	9%	1%	x	1%
CC(C)OCCCNC(=S)N1CCC(C(=O)c2ccc3c(c2)OCCO3)CC1	u	7%	2%	-18%	-2%	-5%	-0.7%	18%	0%	0%	-2%
CN1CCN(Cc2cccc(Oc3ccccc3)c2)CC1	-2	-2%	-2%	-24%	6%	-1%	-0.7%	-4%	3%	-1%	0%
O=C(NC(Nc1nc2ccc([N+](=O)[O-])cc2s1)(C(F)(F)F)C(F)(F)F)c1ccccc1Cl	-1	-11%	3%	-38%[inhibitor]	1%	-62%	-0.2%	u	-10%	-3%	-6%
CCS(=O)(=O)N1CCN(S(=O)(=O)c2ccc3ccccc3c2)CC1	3	u	0%	12%	-8%	-13%	-0.6%	1%	0%	-6%	-2%
COc1cc(OC)cc(C(=O)Nc2nc(CC(=O)NCc3ccccc3OC)cs2)c1	0	24%	-1%	21%	-17%	-44%	-0.4%	-7%	-1%	-1%	-10%
CCOc1ccccc1N1CN(C2CCCCC2)CNC1=S	2	6%	1%	u	-1%	10%	-0.4%	-1%	1%	-3%	-2%
COc1cc(/C=C/c2nnc3c4ccccc4ncn23)cc(OC)c1OC	-1	-9%	4%	15%	0%	-45%	-0.2%	-4%	1%	-1%	-6%
O=C(NCC1CCCO1)c1cccc(NC(=O)c2ccc(Br)cc2)c1 (stereo not given)	4	-11%	0%	-5%	-10%	45%	0.9%	1%	-1%	-7%	-5%
CCOc1ccc(S(=O)(=O)Nc2cc(Cl)ccc2O)cc1	21	-5%	4%	17%	-7%	-61%	-0.8%	-4%	3%	-3%	-8%
N#C/C(=C/c1ccc(OCc2ccc(C(=O)O)cc2)c(Br)c1)c1cccc(F)c1	2	-7%	-2%	18%	0%	17%	-0.1%	4%	0%	-4%	1%

The list goes on; the last 2 above are carried over.
SMILES	TRPV1 ag	Eya2 phos inh	USP2a block	Integrin act MD	p53 reactivation	BRCA1 expr up	B2AR arrestin	uPA generation	S-ASM inh	PTAP TSG101 blk	ELG1 genotox
CCOc1ccc(S(=O)(=O)Nc2cc(Cl)ccc2O)cc1	21	-5%	4%	17%	-7%	-61%	-0.8%	-4%	3%	-3%	-8%
N#C/C(=C/c1ccc(OCc2ccc(C(=O)O)cc2)c(Br)c1)c1cccc(F)c1	2	-7%	-2%	18%	0%	17%	-0.1%	4%	0%	-4%	1%
CCOC(=O)c1c(C)[nH]c(C(=O)CN2C(=O)NC(C)(c3ccc(C)cc3)C2=O)c1C (stereo not given)	8	9%	-21%	-13%	-12%	-38%	3.2%	-7%	-17%	-7%	-9%
CCCNc1nc(C)cc(-c2cc(C(=O)NC3CCCC3)on2)n1	5	-1%	8%	14%	-2%	-28%	-0.4%	13%	-5%	-3%	3%
CCC(C)c1ccc(Nc2ncccc2C#N)cc1 (stereo not given)	u	-1%	1%	-17%	16%	34%	0.6%	1%	-7%	-1%	u
CCCCCCCCCSc1n[nH]c(N)n1	u	-10%	-7%	-39%	-1%	20%	-0.1%	-1%	-2%	0%	4%
COc1ccc(Nc2nnc(SCc3cc([N+](=O)[O-])cc4c3OCOC4)s2)cc1	1	-20%	-6%	-19%	-2%	-7%	-1.4%	x	-4%	-2%	8%
COC(=O)C1=C(C)N(C)C(=O)/C1=C\c1cccs1	5	-8%	0%	-14%	-7%	-54%	-0.5%	-3%	-14%	-1%	0%
COc1ccc(S(=O)(=O)NCC2CCCN(Cc3cccc(C(C)=O)c3)C2)cc1 (stereo not given)	5	13%	-7%	-15%	-4%	4%	0.4%	-5%	-1%	0%	0%[9.26 µM]
CC1CCCN(C(=O)c2ccc(S(=O)(=O)Nc3ccccc3Cl)cc2)C1 (stereo not given)	0	-5%	-4%	-22%	-33%[inhibitor]	-17%	-0.8%	0%	x	-1%	-1%
Cc1ccc(S(=O)(=O)Nc2cc3c4c(c2)CCN4C(=O)CC3)cc1	1	-16%	-2%	u	-4%	-53%	-0.5%	-5%	0%	-1%	10µM*
COc1ccc(C(=O)N/N=C(\N)c2cc3ccccc3oc2=O)cc1	2	2%	0%	4%	3%	0%	-0.3%	2%	0%	-8%	-8%
Cc1cc(Oc2ccccc2)nc2ccc(O)cc12	-3	-2%	1%	x	6%	x	-0.4%	x	x	x	5%
Cc1nc([N+](=O)[O-])cn1CC(=O)c1ccccc1	-4	-5%	2%	16%	-1%	-22%	0.3%	-3%	1%	-1%	-4%
